HSF-1 act: increases HSF-1 driven luciferase reporter signal. NIH3T3-HGL HSF-1 luciferase reporter, MG132, 8 h; 100% = twice DMSO control signal. activation, % at 9 µM. 300,000 compounds, 1.7% hits. AID 504408;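 active = mean replicate activation of at least 50% with a set share of replicates each reaching 50%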;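 note: 0% = median of the neutral control wells and 100% = twice that signal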
IEC-6 cytotox: kills IEC-6 intestinal cells in KLF5 counter-screen. IEC-6 cytotoxicity, luminescence viability. inhibition, % at 5 µM. 290,000 compounds, 0.78% hits. AID 1825; in the data active = inhibition above about 22%;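 note: 0% = plate median of test compound wells and 100% = cytotoxic reference compound wells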
aSyn UTR inh: 5' untranslated region of α-synuclein, MLPCN primary screen; alpha-synuclein 5'UTR reporter, inhibitor activity; inhibition, % (tested at 7.5 µM); 300,000 compounds, 0.82% hits; AID 1813; in the data active = inhibition above about 60%;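 note: H4 neuroglioblastoma cells stably carrying SNCA 5'UTR luciferase fusion; 0% = DMSO wells and 100% = positive control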
PolyA inh: yeast polyadenylation inhibition; S. cerevisiae SKY197-pL101 polyadenylation reporter, beta-gal luminescence; efflux-impaired pdr1/pdr3 knockout yeast; score 100 = 6 SD above DMSO; calls only at 12 µM; 300,000 compounds, 0.02% hits; AID 1875;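 active = lowest replicate activity score at least 50, where 100 means six control SD above control mean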;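 note: yeast exposed to compound for 9 h at 30 °C; higher score means more reporter readthrough which indicates perturbed polyadenylation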
GSK3beta inhib: human GSK3beta kinase inhibition | P49841 | GST-GSK3beta kinase, ADP-Glo luminescence, 60 min; active compounds read low | activity score (negative = inhibition), % at 10 µM | 300,000 compounds, 0.038% hits | AID 2097;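 active = more than half of replicate wells score below -50%, meaning over 50% inhibition versus plate controls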;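 note: 0% = median DMSO wells and -100% = median GW8510 positive control wells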
Target sequence (P49841 whole entry, looked up): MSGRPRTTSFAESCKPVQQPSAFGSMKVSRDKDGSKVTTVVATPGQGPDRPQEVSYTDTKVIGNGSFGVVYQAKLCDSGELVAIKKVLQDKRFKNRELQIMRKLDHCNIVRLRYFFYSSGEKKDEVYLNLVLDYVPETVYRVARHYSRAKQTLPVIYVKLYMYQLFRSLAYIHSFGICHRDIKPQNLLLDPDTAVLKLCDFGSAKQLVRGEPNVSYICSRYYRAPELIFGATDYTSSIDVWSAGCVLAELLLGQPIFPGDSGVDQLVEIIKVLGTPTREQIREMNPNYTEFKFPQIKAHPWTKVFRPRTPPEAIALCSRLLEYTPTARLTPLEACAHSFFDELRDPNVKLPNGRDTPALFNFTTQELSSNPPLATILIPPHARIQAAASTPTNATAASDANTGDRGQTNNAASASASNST
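Assay system: GST-fused GSK3beta enzyme, cell-free / Medium: Tris pH 7.5 buffer with MgCl2, DTT, BSA, heparin / Also added: peptide substrate plus 25 µM ATP (final) / Compound: 10 µM single point / Timing: kinase reaction with compound 60 min at room temperature / Detection: ADP-Glo luminescence / Benchmarks: DMSO neutral wells and GW8510 at 20 µM as positive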
GSK3 alpha inh: inhibitors of human GSK-3 alpha kinase; P49840; ADP-Glo luminescence, 60 min; inhibition, % at 10 µM; 320,000 compounds, 0.1% hits; AID 2650;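 in the data active = inhibition above about 50%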;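 note: GST-tagged GSK-3 alpha with peptide substrate and 25 µM ATP; 0% = DMSO neutral wells and 100% = GW8510 positive control wells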
Target sequence (P49840 whole entry, looked up): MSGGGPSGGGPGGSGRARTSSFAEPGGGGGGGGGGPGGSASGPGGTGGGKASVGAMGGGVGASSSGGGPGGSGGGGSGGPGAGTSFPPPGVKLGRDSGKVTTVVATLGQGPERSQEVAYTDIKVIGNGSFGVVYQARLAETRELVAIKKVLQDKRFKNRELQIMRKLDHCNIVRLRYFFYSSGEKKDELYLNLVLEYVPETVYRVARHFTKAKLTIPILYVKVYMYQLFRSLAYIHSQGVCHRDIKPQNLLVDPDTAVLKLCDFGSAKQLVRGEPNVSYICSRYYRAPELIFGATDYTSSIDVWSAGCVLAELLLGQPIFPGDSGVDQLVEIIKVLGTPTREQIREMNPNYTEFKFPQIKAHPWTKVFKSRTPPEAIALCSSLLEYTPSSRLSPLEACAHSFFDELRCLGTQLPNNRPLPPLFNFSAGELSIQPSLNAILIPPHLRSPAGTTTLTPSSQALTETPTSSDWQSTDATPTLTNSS
HSF1 inh: HSF1 inhibition. NIH3T3-HGL HSE-luciferase, MG132-induced, luminescence 8 h; active compounds read low. activity change, negative = inhibition, % at 7.5 µM (by protocol). 300,000 compounds, 0.77% hits. AID 2098;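 active = more than half of replicate wells show activity change below -50%, luminescence cut by over half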;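 note: luciferase reports HSF-1 transcriptional activity via heat shock element; 0% = median of DMSO wells and -100% = zero luminescence signal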
KLF5 inhibitor: kruppel-like factor 5 inhibition. 290,000 compounds, 0.23% hits. AID 1700. inhibition, % at 5 µM. DLD-1 KLF5 promoter-luciferase reporter, luminescence;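 active = inhibition above a per-plate limit of that plate's mean compound inhibition plus 3 SD, cut at about 60% in these data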;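 note: 0% = DMSO wells and 100% = LY294002 at 200 µM; higher means less KLF5 promoter-driven luciferase light; inactives centre near -14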
AI-2 QS mod: modulators of Vibrio harveyi AI-2 quorum sensing system; Vibrio harveyi JMH597 AI-2 luminescence/OD600 ratio, 9 h; active compounds read low; strain lacks LuxN and CqsS sensors; 0 = neutral-control median; activity change, % at 7.5 µM; 300,000 compounds, 0.4% hits; in the data active = activity change below about -75%, passing the limit was not always enough;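 note: luminescence divided by OD600 gain over 9 h not by final OD600 alone; inactives centre near 13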
HSP90 refold inh: inhibitors of HSP90 luciferase refolding in rabbit reticulocyte lysate; luciferase refolding luminescence, 3 h; inhibition, % at 5.6 µM; 290,000 compounds, 0.91% hits;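 active = inhibition above the screen-wide mean plus 3 SD, computed separately per campaign, cut at about 16% in these data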;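 note: 0% = DMSO wells and 100% = 60 µM geldanamycin wells; inhibitors lower the luminescence because luciferase stays unfolded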
Starred values were filed as active, the others as inactive; i = inactive; nt = not tested or not shown; & = joins results of further samples. An excerpt (hit frequency here may not be typical).

| SMILES | HSF-1 act | IEC-6 cytotox | aSyn UTR inh | PolyA inh | GSK3beta inhib | GSK3 alpha inh | HSF1 inh | KLF5 inhibitor | AI-2 QS mod | HSP90 refold inh |
| --- | --- | --- | --- | --- | --- | --- | --- | --- | --- | --- |
| Cc1nnsc1C(=O)NC1CCCc2c1cnn2-c1ccccc1F (stereo unspecified) | 8 | 6 | 1 | i | 4 | 0 | -10 | 10 | 11 | -2 |
| COc1ccccc1CNC(=O)CN(C)S(=O)(=O)c1ccc(Br)s1 | 10 | 1 | -10 | i | nt | 0 | 3 | -7 | nt | 3 |
| Cc1ccc2nc(Cc3ccc(N)cc3)[nH]c2c1 | 7 | 0 | -90 | i | 1 | -1 | 5 | -126 | 32 | -2 |
| O=C(O)CSc1nnc(COc2ccc([N+](=O)[O-])cc2)n1-c1ccccc1 | 0 | 5 | -14 | i | 2 | -2 | -1 | -5 | 22 | 2 |
| COc1cc(C(=O)O/N=C(\N)Cc2ccc([N+](=O)[O-])cc2)cc(OC)c1OC | 43 | 12 | 81* | i | 2 | 3 | 25 | 1 | -2 | 2 |
| CC(=O)Nc1ccc2nc(SCC(=O)NCCOc3ccccc3)sc2c1 | -22 | 1 | -23 | i | 1 | 1 | -12 | -28 | 30 | 2 |
| O=C(NCCN1CCN(S(=O)(=O)c2ccc(F)cc2)CC1)C(=O)NCc1ccccc1 | -12 | 3 | 26 | i | 0 | 1 | 6 | -15 | 11 | 1 |
| CCNc1nc(NC(C)C)nc(NS(=O)(=O)c2ccc(Cl)cc2)n1 | -3 | 0 | 3 | i | -2 | -3 | -5 | 14 | 10 | 0 |
| O=C(NCc1ccc(F)cc1)C1CCCN(c2nc3ccsc3c(=O)s2)C1 (stereo unspecified) | 29 | -8 | 17 | i | -3 | 0 | 15 | -15 | 12 | -4 |
| CCOc1ccc(CN2CCN(Cc3ccon3)CC2CCO)cc1 (stereo unspecified) | 14 | -4 | -23 | i | 1 | -2 | -3 | -2 | 6 | -1 |

Complete entries as entered above. Values in the order: HSF-1 act, IEC-6 cytotox, aSyn UTR inh, PolyA inh, GSK3beta inhib, GSK3 alpha inh, HSF1 inh, KLF5 inhibitor, AI-2 QS mod, HSP90 refold inh
Cc1ccc2nc(Cc3ccc(N)cc3)[nH]c2c1 reads 7, 0, -90, i, 1, -1, 5, -126, 32, -2
Cc1nnsc1C(=O)NC1CCCc2c1cnn2-c1ccccc1F (stereo unspecified) reads 8, 6, 1, i, 4, 0, -10, 10, 11, -2

(further entries)
| SMILES | HSF-1 act | IEC-6 cytotox | aSyn UTR inh | PolyA inh | GSK3beta inhib | GSK3 alpha inh | HSF1 inh | KLF5 inhibitor | AI-2 QS mod | HSP90 refold inh |
| --- | --- | --- | --- | --- | --- | --- | --- | --- | --- | --- |
| CCOC(=O)C1CCN(c2c(NCc3ccc(C(=O)N(C)Cc4ccccc4)cc3)c(=O)c2=O)CC1 | -2 | -11 | 32 | i | -5 | -1 | 4 | -40 | 15 | -3 |
| Cc1ccc(NS(=O)(=O)c2ccc3c(c2)N(C)CCO3)cc1 | 5 | 1 | -9 | i | 0 | -1 | 0 | -16 | 17 | 0 |
| N#Cc1c(NC(=O)CSc2nnc(-c3ccco3)n2-c2ccccc2)sc2c1CCC2 | 21 | -8 | -1 | i | -1 | -1 | -2 | -13 | 15 | -2 |
| CC(C)(C)[C@H]1CCC(=O)N([C@H](CC#N)Cc2ccccc2)CC1 | -8 | 2 | -4 | i | 3 | 0 | -8 | -15 | 22 | -1 |
| COc1ccc(-c2n[nH]c(=S)n2-c2ccc(C)cc2)cc1 | -4 | -1 | 10 | i | 1 | 2 | 0 | -3 | 29 | 1 |
| CC(=O)Nc1ccc(S(=O)(=O)N2CCN(C(=O)CCC3CCCC3)CC2)cc1 | -2 | -4 | -27 | i | -3 | -1 | -1 | -10 | -5 | 1 |
| COc1ccc(C(=S)N2CCN(c3cccc(Cl)c3)CC2)cc1 | 5 | -2&-6 | 15 | i | 1 | -4 | 1 | -6&-1 | -17 | 1&-1 |
| CCOc1ccc2nc3cc(NCc4ccc(OC)cc4)ccc3c(N)c2c1 | -17 | -2 | 109* | i | -4 | 1 | 2 | 8 | 52 | -1 |
| COc1ccc(N2CCN(CC(O)COc3ccc4c(c3)CCC4)CC2)cc1 (stereo unspecified) | -16 | -2 | 3 | i | 1 | -2 | 0 | -59 | -36 | 1 |
| O=C(/C=C/c1ccc2c(c1)OCO2)NCc1ccncc1 | 3 | -3 | -19 | i | -2 | 11 | 13 | -31 | -29 | 3 |

A second format for part of the listing above.
Results follow in this order: HSF-1 act, IEC-6 cytotox, aSyn UTR inh, PolyA inh, GSK3beta inhib, GSK3 alpha inh, HSF1 inh, KLF5 inhibitor, AI-2 QS mod, HSP90 refold inh
> CCOC(=O)C1CCN(c2c(NCc3ccc(C(=O)N(C)Cc4ccccc4)cc3)c(=O)c2=O)CC1
 : -2, -11, 32, i, -5, -1, 4, -40, 15, -3
> Cc1ccc(NS(=O)(=O)c2ccc3c(c2)N(C)CCO3)cc1
 : 5, 1, -9, i, 0, -1, 0, -16, 17, 0
> N#Cc1c(NC(=O)CSc2nnc(-c3ccco3)n2-c2ccccc2)sc2c1CCC2
 : 21, -8, -1, i, -1, -1, -2, -13, 15, -2
> CC(C)(C)[C@H]1CCC(=O)N([C@H](CC#N)Cc2ccccc2)CC1
 : -8, 2, -4, i, 3, 0, -8, -15, 22, -1
> COc1ccc(-c2n[nH]c(=S)n2-c2ccc(C)cc2)cc1
 : -4, -1, 10, i, 1, 2, 0, -3, 29, 1

Next section
| SMILES | HSF-1 act | IEC-6 cytotox | aSyn UTR inh | PolyA inh | GSK3beta inhib | GSK3 alpha inh | HSF1 inh | KLF5 inhibitor | AI-2 QS mod | HSP90 refold inh |
| --- | --- | --- | --- | --- | --- | --- | --- | --- | --- | --- |
| CN1CCc2c(n(CC(O)CN3CCN(CCO)CC3)c3ccccc23)C1=O (stereo unspecified) | -12 | -4 | 9 | i | -5 | -1 | -6 | -5 | 13 | 1 |
| Cc1cc(C)c2nc(SCC(=O)Nc3ccc(S(=O)(=O)N4CCCC4)cc3)c(C)cc2c1 | 17 | 0 | -8 | i | 3 | -2 | 13 | -15 | 18 | -3 |
| COc1ccc(CCn2c(=N)c(C(=O)NC3CCCC3)cc3c(=O)n4cccc(C)c4nc32)cc1 | 12 | -3 | -58 | i | 3 | 0 | 0 | 3 | 29 | 0 |
| Cc1ccccc1OCC(=O)N(Cc1cccc(F)c1)C1CCS(=O)(=O)C1 (stereo unspecified) | -2 | 0 | -4 | i | 0 | -2 | -5 | -8 | -4 | -1 |
| O=C(NC1=NCCS1)c1ccc(Cl)c(S(=O)(=O)N2CCCCCC2)c1 | 15 | 7 | -41 | i | 1 | -1 | 10 | -23 | 16 | 2 |
| COc1ccc(-c2cc(C(=O)N/N=C(\C)c3cccnc3)c3cc(C)ccc3n2)cc1OC | 9 | 34* | -14 | i | 2 | -2 | -2 | -9 | 18 | -1 |
| CCOC(=O)CC(=O)CSc1ncnc2c1nnn2-c1ccc(F)cc1 | 1 | 3 | 5 | i | 6 | 0 | 14 | -18 | -5 | 2 |
| O=C(NCCC(=O)N1CCNC1=O)OCc1ccccc1 | -9 | -1 | -9 | i | 2 | 3 | 3 | -10 | 0 | 3 |
| CCCCCN(C(=O)CCC(=O)OCC(=O)c1c(C)cc(C)cc1C)c1c(N)n(CCCC)c(=O)[nH]c1=O | -2 | nt | 5 | i | 1 | -3 | 8 | nt | 20 | nt |
| COc1cccc(/C=C2\Oc3cc(OC(=O)N4CCOCC4)ccc3C2=O)c1 | 8 | -7 | -34 | i | 0 | -1 | 11 | -6 | 6 | -2 |

Following part
| SMILES | HSF-1 act | IEC-6 cytotox | aSyn UTR inh | PolyA inh | GSK3beta inhib | GSK3 alpha inh | HSF1 inh | KLF5 inhibitor | AI-2 QS mod | HSP90 refold inh |
| --- | --- | --- | --- | --- | --- | --- | --- | --- | --- | --- |
| O=C(NNc1ccc([N+](=O)[O-])cc1)c1ccccc1Cl | 7 | 3 | 15 | i | -4 | 1 | -1 | 5 | -3 | -1 |
| CN(C)Cc1ccc(F)cc1Sc1cc(Cl)ccc1Cl | -22 | -1 | 26 | i | 0 | -1 | -17 | -16 | 2 | -4 |
| CC(=O)Nc1ccc(NC(=S)NC(=O)c2cc3ccccc3o2)cc1 | 35 | 7 | -71 | i | -1 | -4 | 9 | -15 | 7 | -2 |
| c1ccc2cc(OCCOCCOc3ccc4ccccc4c3)ccc2c1 | 2 | -2 | 0 | i | 1 | 1 | -2 | -19 | 20 | -4 |
| c1csc(CNCCCN2CCOCC2)c1 | 1 | -3 | -19 | i | 2 | 19 | -4 | -30 | 15 | -3 |
| CC(C)COc1ccc(CN=C(N)N=C(N)N)cc1Cl | -5 | -3 | 5 | i | 0 | 4 | 1 | 1 | 16 | -2 |
| Cc1cc(=O)n2nc(N3CCCC(C(=O)NC(C)c4ccccc4)C3)sc2n1 (stereo unspecified) | -6 | -4 | -7 | i | 6 | -2 | 0 | -47 | 14 | 2 |
| CCOC(=O)c1ccc(NC(=O)N2CCCCC2)cc1 | 44 | 1 | -92 | i | -1 | 2 | 16 | -191 | 20 | -3 |
| COc1ccc(NC(=O)COC(=O)C2CCCCC2)c([N+](=O)[O-])c1 | nt | -2 | 39 | i | -3 | -1 | nt | 2 | 19 | -3 |
| CCCOc1ccc(C(=O)Nc2ccc(N(C)C)cc2)cc1 | 28 | -2 | -42 | i | 3 | -1 | 12 | -42 | 24 | -1 |

The list goes on.
| SMILES | HSF-1 act | IEC-6 cytotox | aSyn UTR inh | PolyA inh | GSK3beta inhib | GSK3 alpha inh | HSF1 inh | KLF5 inhibitor | AI-2 QS mod | HSP90 refold inh |
| --- | --- | --- | --- | --- | --- | --- | --- | --- | --- | --- |
| CC(=O)Nc1ccc(/C=N/N2C(=O)NC(C)(c3ccc(OC(F)F)cc3)C2=O)cc1 (stereo unspecified) | 5 | 1 | 32 | i | -10 | 0 | 4 | -4 | 12 | 3 |
| Cc1cc(NC(=O)Cn2nc(C(F)(F)F)c3c2CCC3)n(-c2ccccc2)n1 | -8 | -4 | 4 | i | 1 | -2 | 9 | -16 | 34 | 0 |
| COc1ccc(-c2ccc3ccccc3n2)cc1 | 39 | -1 | -49 | i | 0 | 0 | 1 | -136 | 7 | 7 |
| CCc1nc(Nc2ccc(F)cc2)c2oc3ccccc3c2n1 | 12 | 11 | 35 | i | 0 | 0 | 2 | -21 | 24 | -1 |
| Cc1ccc(OCCn2cc(C=O)c3ccccc32)cc1 | 9 | 3 | 9 | i | -4 | -2 | -3 | -4 | 14 | -3 |
| COc1ccc(C(C)=O)cc1COC(=O)CNC(=O)c1ccccc1F | 4 | 4 | 7 | i | 0 | nt | -4 | 2 | 29 | -2 |

Source: PubChem BioAssay
